Source: PubChem BioAssay (several laboratories)
PvdQ acylase: P. aeruginosa PvdQ acylase inhibitors, primary screen, biochemical, fluorescence, plate reader and imaging, single point; inhibition, % at 10 µM; AID 488965, 2010; 340,000 compounds, 0.063% hits; PvdQ acylase [Pseudomonas aeruginosa LESB58]; purified PvdQ acylase; in the data active means inhibition above about 30%, passing the limit was not always enough;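 further: 0% = vehicle neutral wells and 100% = reference inhibitor wells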
Keap1-Nrf2 PPI: Keap1-Nrf2 protein-protein interaction inhibitors, primary screen, biochemical, fluorescence polarization, single point. Keap1 Kelch-Nrf2 peptide fluorescence polarization, 1536-well. Kelch-like ECH-associated protein 1 (Homo sapiens), Q14145. inhibition, % at 9.4 µM. 340,000 compounds, 0.15% hits; in the data active means inhibition above about 12%;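 further: human Keap1 Kelch domain with fluorescein labeled Nrf2 9mer peptide probe; 0% = neutral control wells and 100% = peptide positive control; higher means more block of Keap1 binding to Nrf2 peptide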
Rtt109 HAT inh: inhibitors of C. albicans Rtt109/Vps75 HAT, primary screen, biochemical, ThioGlo CoA-SH fluorescence, plate reader; purified Rtt109/Vps75, 4 h; inhibition, % at 34.9 µM; 330,000 compounds, 0.16% hits;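 active means inhibition of at least 50% in every replicate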
Target sequence (Q5AAJ8 whole entry, looked up): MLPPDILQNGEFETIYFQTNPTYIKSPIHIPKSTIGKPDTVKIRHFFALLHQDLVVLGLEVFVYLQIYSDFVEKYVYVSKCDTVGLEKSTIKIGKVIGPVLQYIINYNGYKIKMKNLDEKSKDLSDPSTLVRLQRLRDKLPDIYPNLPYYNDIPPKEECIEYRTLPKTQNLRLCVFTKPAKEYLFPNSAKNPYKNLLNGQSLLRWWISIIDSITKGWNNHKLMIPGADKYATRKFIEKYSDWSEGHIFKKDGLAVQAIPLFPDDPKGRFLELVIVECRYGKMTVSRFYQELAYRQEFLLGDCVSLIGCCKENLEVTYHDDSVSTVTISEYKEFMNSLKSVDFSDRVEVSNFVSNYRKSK
SUMO Mot1 rescue: yeast Mot1-301 growth rescue at high temperature, primary screen, SUMOylation pathway inhibitor project, S. cerevisiae, ATP luminescence, 38.5C; S. cerevisiae Mot1-301 growth rescue; percent above DMSO median, 100 means doubled; 320,000 compounds, 1% hits; growth rescue, % at 18.8 µM; AID 2716, 2010;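 active means every valid replicate shows activation above 250% relative to neutral control wells; inactive means the rest, any valid replicate at or below 250%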;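 further: OY570 slx delta 5 strain wells were the positive control but not used for scaling; some compounds called inactive have numbers as strong as hits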
RTF Ca sens act: cardiac RTF calcium sensitivity activators, primary screen, biochemical, IANBD-TnC fluorescence, EC20 calcium; IANBD-labeled TnC RTF fluorescence at EC20 calcium; 0% EC20 calcium, 100% full calcium; activation, % at 7.2 µM; 340,000 compounds, 0.24% hits; AID 493008, 2010;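 active means activation above the mean over all tested compounds plus 3 SD, cut at about 30% in these data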;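 further: rise in fluorescence read as greater calcium sensitivity of cardiac thin filaments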
PfHsp90 yeast 2: growth inhibition of PfHsp90-expressing yeast, primary screen, antimalarial PfHsp90 inhibitor project, S. cerevisiae, BacTiter-Glo luminescence, single point, set 2 | BacTiter-Glo ATP, 48 h; yeast lacking PDR1 and PDR3 efflux regulators | inhibition, % at 9.4 µM | 310,000 compounds, 0.32% hits | AID 504621, 2011;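 active means every replicate shows inhibition above about 80%, whatever the replicate mean, limit read from the data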;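 further: 0% = DMSO neutral controls and 100% = 20 µM radicicol positive controls; yeast relying on Plasmodium falciparum Hsp90 in place of its own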
C-LANA FP: inhibitors of KSHV C-LANA binding to DNA, primary screen, biochemical, fluorescence polarization, FAM-LBS DNA, MBP-C-LANA, single point | inhibition, % at 9 µM | 340,000 compounds, 0.078% hits;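 active means highest replicate inhibition at or above 60% at 9 µM, even if other replicates fall short; inactive means all replicates below 60% inhibition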;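 further: 0% = neutral control wells and 100% = 4 µM acridine orange control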
CDK5 p35 inh: inhibitors of human CDK5/p35 kinase, primary screen, biochemical, single concentration; 330,000 compounds, 0.01% hits; Recombinant CDK5/p35, ADP-Glo luminescence, 60 min; Cyclin-dependent kinase 5 (Homo sapiens) + Cyclin-dependent kinase 5 activator 1 (Homo …; inhibition, % at 10 µM;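 active means highest replicate inhibition of at least 50% and at least 75% of replicates reaching 50%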;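 further: plate controls were DMSO neutral control for no effect and GW8510 at 10 µM for full effect; many of its hits are not listed in these tables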
Target sequence (Q00535 whole entry, looked up): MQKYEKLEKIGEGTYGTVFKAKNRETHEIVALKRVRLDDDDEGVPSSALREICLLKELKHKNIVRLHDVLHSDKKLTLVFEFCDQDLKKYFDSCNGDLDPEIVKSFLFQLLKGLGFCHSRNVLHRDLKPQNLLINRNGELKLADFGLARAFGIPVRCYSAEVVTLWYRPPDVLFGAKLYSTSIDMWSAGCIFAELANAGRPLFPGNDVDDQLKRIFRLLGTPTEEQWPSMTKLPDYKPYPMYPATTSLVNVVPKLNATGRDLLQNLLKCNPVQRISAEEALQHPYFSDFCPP
Target sequence (Q15078 whole entry, looked up): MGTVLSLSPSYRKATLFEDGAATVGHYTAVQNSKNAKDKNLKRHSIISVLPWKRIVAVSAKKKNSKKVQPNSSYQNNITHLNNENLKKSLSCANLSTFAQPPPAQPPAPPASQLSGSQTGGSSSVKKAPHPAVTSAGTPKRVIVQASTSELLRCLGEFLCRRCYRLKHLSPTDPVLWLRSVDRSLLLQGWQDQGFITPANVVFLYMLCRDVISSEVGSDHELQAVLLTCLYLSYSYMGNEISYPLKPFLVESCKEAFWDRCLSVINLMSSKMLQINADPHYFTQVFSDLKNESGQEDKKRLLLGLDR
NSD2 inh: NSD2 histone methyltransferase inhibitors, primary screen, biochemical, AlphaScreen, single concentration, set 2. Histone-lysine N-methyltransferase NSD2 (Homo sapiens), O96028. NSD2 peptide methylation, 120 min. inhibition, % at 12.5 µM. 310,000 compounds, 0.54% hits; in the data active means inhibition above about 50%
RTF Ca sens inh: cardiac RTF calcium sensitivity inhibitors, primary screen, biochemical, IANBD-TnC fluorescence, EC70 calcium | Troponin I, cardiac muscle (Homo sapiens) + Troponin T, cardiac muscle (Homo sapiens) + … | IANBD-labeled cardiac RTF, Ca2+ fluorescence | inhibition, % at 7.15 µM | 340,000 compounds, 0.12% hits | AID 493244, 2011;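 active means inhibition above the mean inhibition of all tested compounds plus 3 SD, cut at about 17% in these data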;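 further: assay run at fixed EC70 calcium of 1.6 mM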
dFosB activator: activators of delta FosB homodimer, primary screen, biochemical, fluorescence polarization, TAMRA-CDK5 oligo, single point; Protein FosB (Mus musculus), P13346; purified delta FosB; percent of positive-control signal above neutral wells; activation, % at 25 µM; 340,000 compounds, 0.99% hits; AID 493131, 2011;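 active means mean activation above about 17%, with every replicate also reaching it, limit read from the data, passing the limit was not always enough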;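 further: fluorescence polarization rise as delta FosB binds a TAMRA Cdk5 AP-1 oligo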
Starred values were filed as active, the others as inactive; . = no result given. An unsorted share of the library. Share with any hit: about 3.2%.

SMILES	PvdQ acylase	Keap1-Nrf2 PPI	Rtt109 HAT inh	SUMO Mot1 rescue	RTF Ca sens act	PfHsp90 yeast 2	C-LANA FP	CDK5 p35 inh	NSD2 inh	RTF Ca sens inh	dFosB activator
CC1CCN(Cc2nc3c(c(=O)n(C)c(=O)n3C)n2CCc2ccccc2)CC1	1	-1	4	768*	0	-5	27	0.3	1	-5	0
O=c1c(Cc2ccc(F)cc2)c(O)ccn1Cc1ccc(Cl)cc1Cl	2	-3	-9	-11	1	-9	0.9	2.2	0	-3	-2
COC(=O)[C@H](C)NC(=O)Nc1cc(Cl)ccc1C	4	-3	.	-5	5	1	-1.2	2.4	-9	-3	-7
CCOC(=O)C1=C(C)N=c2s/c(=C\c3cccc(OCC(=O)O)c3)c(=O)n2C1c1ccccc1 (centres undefined)	-16	-8	-4	94	3	-9	1.0	-0.1	14	-11	-9
CCN(CC)C(=O)COC(=O)c1ccc(C)c(NC(=O)c2ccco2)c1	-17	0	-2	9	3	23	-0.6	-0.1	-1	-2	10
Cc1cc2cc(C#N)c(SCC(=O)Nc3nonc3C)nc2cc1C	11	-6	.	-29	8	2	-1.2	12	-4	-5	-3
COc1ccc(S(=O)(=O)N(C)C)cc1NC(=O)CN1C(=O)NC2(CCCC2)C1=O	-12	-3	-3	-5	-2	-49	-1.4	0.1	2	2	-3
OCCC1CN(Cc2cccn2-c2nccs2)CCN1C1CCCCC1 (centres undefined)	-9	-2	.	-6	5	21	0.2	-1.4	1	-16	-7
Cc1ccc(NC(=O)CCN2C(=O)OC(C)(C)C2(C)O)cc1 (centres undefined)	-6	-8	-3	826	2	.	0.3	0.5	-4	-5	-3
O=C(/C=C/c1ccc(F)cc1)N1CCCN(C(=O)/C=C/c2ccc(F)cc2)CC1	-1	4	-3	16	-1	7	0.5	1.0	-2	0	-1
Cc1cccc(C(=O)NC2CC3CCCC(C2)N3C(=O)NC2CCCCC2)c1 (centres undefined)	3	-7	1	0	-3	-17	-0.6	0.0	0	-8	7
Nn1c(SC/C=C/c2ccccc2)nnc1-c1cccnc1	-7	-3	-11	1	-3	.	-0.2	1.5	-3	-12	-1
CCC(=O)c1ccc(OCC(O)Cn2nc(C)c(C(C)=O)c2C)cc1 (centres undefined)	-19	0	-3	20	-5	5	0.1	-1.1	-3	-4	3
O=c1cc(CSc2nnc(COc3cccc4ccccc34)o2)c2ccccc2[nH]1	-17	-4	3	8	0	-34	3.5	-1.6	0	-11	-6
CC12CCC(=O)N1C(C(=O)NCCN1C(=O)S/C(=C\c3ccccc3F)C1=O)CS2 (centres undefined)	-1	-4	-9	-16	-7	4	1.1	1.3	-2	-9	-8
COc1cccc(S(=O)(=O)N2CCN(C(=O)c3ccco3)CC2)c1	-6	-2	0	-15	2	-10	-0.4	1.0	2	-2	0
COc1cccc(NC(=O)C(NC2CCCC2)c2ccccc2)c1 (centres undefined)	-5	1	8	9	-2	6	-0.5	-0.5	-4	7	0
COCCOC1CCN(C(=O)C2CCC(=O)N(CCc3ccc(OC)cc3)C2)CC1 (centres undefined)	-7	-7	5	-11	-3	-48	-1.6	-13	-5	-5	2
Cc1cccc(-n2cnc(C(=O)O)c2)n1	-10	0	-5	11	-1	-22	2.4	0.1	0	-3	3
O=C(Nc1nnc(-c2ccncc2)o1)c1ccccc1	-3	1	8	-8	2	7	0.6	-1.5	0	-19	-4
Cc1sc2ncn3c(C)nnc3c2c1C	-7	-3	2	-8	3	-21	-1.9	1.1	-1	4	-11
O=C(Cc1ccc([N+](=O)[O-])cc1)OCc1c(F)cccc1Cl	1	-3	-6	12	-5	-1	-0.6	-1.0	1	-3	2
CCCCOc1ccc(C(=O)NCC(=O)NC2CC2)cc1	-8	-5	-27	.	5	.	2.4	-2.7	-1	1	1
O=C(Nc1nnc(C2CC2)s1)c1ccco1	5	2	6	-3	-4	-34	1.6	-3.2	-2	-2	-1
CCCCc1nc2cc(C(=O)N(C)C3CCOCC3)ccc2o1	-3	1	-4	19	-4	9	1.9	0.8	-4	-3	-1
COCCCNC(=O)C[C@H]1C[C@H](C(=O)N2CCCCC2)[C@@]2(C)c3[nH]c4cc(-c5ccco5)ccc4c3CCN2C1=O	-7	-2	-3	.	1	-40	1.3	0.4	.	-8	-14
CN(C)C(=S)Nc1ccc2c(c1)OCCO2	-8	2	-9	-7	0	-10	-1.0	0.4	0	-1	-4
COc1ccc(N2C(=NC(=O)CC3CCCCC3)SC3CS(=O)(=O)CC32)cc1 (centres undefined)	-6	-4	-2	0	-2	-39	-1.5	.	-2	-8	-8
Cc1noc(C(=O)Nc2ccc3c(c2)OCO3)c1Cl	2	-2	-6	39	-1	0	0.9	2.0	.	5	-9
Cc1ccc(CONC(=O)c2ccccc2)cc1	-6	4	-3	-2	-8	-6	2.1	1.9	-1	0	0
COc1ccc(-c2noc(CSc3nc(N)c(-c4ccccc4)c(=O)[nH]3)n2)cc1OC	-6	-6	-5	.	7	0	-0.5	0.2	-1	-6	-2
O=S1(=O)N=C(Nc2ccc(O)c(CN3CCCCC3)c2)c2ccccc21	-18	0	5	-12	4	-2	0.5	-4.2	-7	-10	1
O=C(Nc1ccccc1O)c1nc(Cl)ccc1Cl	-19	-1	-1	125	0	-5	-0.5	-1.3	-2	-4	4
Cc1cc(NC(=O)COC(=O)c2ccccc2Cl)no1	-2	-4	-2	10	-2	6	-0.6	0.2	-3	-10	9
CC(C)Oc1ccc(NC(N)=O)cc1	-15	-3	3	5	-1	-5	0.7	-0.5	-6	6	-3
CC(=O)c1ccc(S(=O)(=O)Nc2ccc(C(=O)NCC(c3ccccc3)N(C)C)cc2)cc1 (centres undefined)	3	-8	15	-5	0	7	12	0.8	4	-5	-5
CN(C)C(=O)c1cc(-c2ccccc2)no1	-3	-3	2	-3	7	18	-2.4	-2.6	-4	-8	-9
COc1ccc(N2CCN(C(=O)c3ccc(N4CCCCS4(=O)=O)cc3)CC2)cc1	-8	3	5	324	0	-6	-1.3	0.9	4	-6	3
CC1(C)NC(=O)N(CC(O)CN2CCCCC2)C1=O (centres undefined)	-15	-2	7	-35	5	.	2.6	2.2	-1	-8	-3
O=C(CSc1nc(-c2ccco2)cc(C(F)(F)F)n1)NCCCn1ccnc1	11	5	26	0	-2	-17	-0.3	2.9	.	-10	-8
O=C1[C@H]2[C@H](C=CC[C@H]2C(=O)N2CCN(c3ccccc3)CC2)CCN1Cc1ccc(Cl)c(Cl)c1	-9	-5	2	3	2	.	0.0	-7.7	.	9	-4
CC(=O)N1CCN(c2ccccc2NC(=O)c2cccc3c(Cl)cccc23)CC1	-2	-1	-6	-4	0	-13	1.3	-1.3	-4	2	-1
Cc1cccc(NC(=O)c2cccc(OC(=S)N3CCOCC3)c2)c1	-8	1	10	-6	-5	-7	1.3	0.2	-5	-3	-11
COc1cccc(-c2cc(C(=O)Nc3cccnc3)c3ccccc3n2)c1	-1	-10	5	1	3	9	-0.6	-7.9	0	-3	-23
COc1ccc(C2N3CC4(C)CN2CC(C)(C3)C4=O)cc1OC (centres undefined)	-5	-7	-1	343	14	16	-1.8	-1.3	.	-5	-10
CC1=CC(c2ccccc2)n2nc(N3C(=O)C4CC=CCC4C3=O)nc2N1 (centres undefined)	-2	3	-188	-17	2	12	-0.5	-0.2	.	-1	-2
CCOC(=O)c1nn(-c2ccc(F)cc2)c(=O)cc1OCC(=O)N1CCN(c2ccccc2)CC1	-10	-4	10	1	-12	-27	1.8	-2.2	1	-7	-8
Cc1cccc(OCC(=O)Nc2ccc(S(=O)(=O)Nc3cc(C)nc(C)n3)cc2)c1	-2	2	0	11	-3	9	0.5	1.2	0	11	-2
N#Cc1ccc(-n2c(-c3ccccc3)nnc2-c2ccccc2)cc1C#N	7	-2	-3	26	0	1	13	0.9	-7	-2	-7
Cc1ccc(C(=O)OCc2c(C)noc2C)cc1NC(=O)c1ccco1	-11	-2	-19	7	0	7	-2.1	0.8	-2	-6	-13

(next part)
SMILES	PvdQ acylase	Keap1-Nrf2 PPI	Rtt109 HAT inh	SUMO Mot1 rescue	RTF Ca sens act	PfHsp90 yeast 2	C-LANA FP	CDK5 p35 inh	NSD2 inh	RTF Ca sens inh	dFosB activator
O=C(C1CCCO1)N1CCC(O)(c2ccccc2)CC1 (centres undefined)	2	-2	-1	9	-8	0	-2.2	0.5	-2	3	-8
COc1cc(NC(=O)c2ccc3c(SCC(=O)O)c4c(nc3c2)CCCC4)cc(OC)c1OC	6	-2	18	.	-1	-8	-0.1	-0.7	6	1	-9
Cc1ccc(-n2nnnc2SCC(=O)c2c(N)n(C3CC3)c(=O)[nH]c2=O)c(C)c1	-10	1	4	-12	-4	-11	-0.9	-1.2	0	-9	-10
COc1ccc(C(CNC(=O)CCNS(=O)(=O)c2ccccc2C(F)(F)F)N2CCOCC2)cc1 (centres undefined)	-10	-5	1	.	6	11	-0.8	-1.0	-1	-6	2
COc1ccc(COC(=O)c2ccc(S(=O)(=O)N3CCCCC3)cc2)cc1OC	-12	-3	7	267	2	6	-0.7	-1.3	-2	-13	0
O=S(=O)(c1ccc(C(F)(F)F)cc1)N1CCN(CCc2ccccc2)CC1	-17	-2	4	56	0	12	0.3	-2.5	2	-1	-5
COc1ccc(NC(=O)Cc2ccc(Cl)cc2)cc1S(=O)(=O)N1CCCCC1	1	2	-5	.	-2	-15	-0.6	-0.1	-1	4	-12
O=C(Nc1ccc2c(c1)OCO2)c1cc(C2CC2)on1	3	-3	-1	19	0	-15	0.9	0.5	.	3	-4
CC1CCN(C(=O)c2ccccc2NC(=O)c2cccc(S(=O)(=O)N(C)C)c2)CC1	-13	-5	-3	-2	-3	-15	-0.4	-2.0	-3	7	-8
CCOc1ccc(C(=O)NCC(=O)NC(C)CCc2ccccc2)cc1OCC (centres undefined)	-7	-7	-1	-6	-3	-5	0.3	-4.2	-2	-8	-7
O=C(N/N=C/c1ccccc1)C(=O)N/N=C/c1ccccc1	-18	-1	-10	-13	2	-34	-1.5	0.7	0	-8	4
